LDHA block: qHTS assay for inhibitors of human lactate dehydrogenase. L-lactate dehydrogenase A chain (Homo sapiens), P00338. purified LDHA, NADH/diaphorase-resazurin fluorescence; hits give low values. 480,000 compounds, 0.15% hits. activity change, % (values are at about 110 or 230 µM); in the data active means activity change below about -30%; inconclusive means mostly about -25% to -30%;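 further: plate controls were DMSO wells for no effect and wells without enzyme for full effect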
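Human LDH5 at 2 nM final in Tris HCl pH 7.4 with 0.06 mM NADH and 0.2 mM pyruvate, reacted 5 minutes at room temperature. Remaining NADH coupled via diaphorase/resazurin; resorufin fluorescence read at 0 and 20 minutes, normalized to enzyme-free and DMSO wells.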
* marks the source's active call; other numbers are inactive results; u = inconclusive. A portion of the library, so the mix of outcomes need not match the whole.

SMILES	LDHA block
CCc1cc(C(=O)OC)c(NC(=O)Cc2ccccc2Cl)s1	-8.4
COc1ccc(OC(=O)C(C)Oc2cccc(C)c2C)cc1 (configuration not stated)	-2.6
O=C(NCC(F)(F)F)c1cc(-c2ccc3c(c2)OCCO3)nc2ccccc12	0.5
COc1ccc(OC)c(C(=O)COC(=O)CCC(=O)c2ccc(Cl)cc2)c1	11.2
CC[C@H](C)[C@H](NC(=O)c1ccc(Cl)cc1)C(=O)OCc1ccc(C(N)=O)cc1	-15.9
O=S(=O)(c1ccc(F)c(F)c1)N1CCN(C/C=C/c2ccccc2)CC1	-2.0
Cc1cnc2c(S(=O)(=O)NCC(C)N3CCOCC3)cccc2c1 (configuration not stated)	-12.3
O=S1(=O)CC(N2CCCC2)CN1Cc1cn(Cc2ccccc2)nn1 (configuration not stated)	-1.5
O=C(NCCCN1CCCC1=O)c1cc2cc(Cl)ccc2[nH]1	-5.5
O=C(NCC#Cc1ccccc1)c1cccc2cccnc12	4.8
COc1cc(F)c(S(=O)(=O)N2CCN(S(=O)(=O)c3ccc(NC(C)=O)cc3)CC2)c(F)c1	-3.9
COc1cccc(C(=O)NCC[N+](C)(C)C)c1	-20.8
COc1ccc(NC(=O)C2C(c3ccc4c(c3)OCO4)=Nc3ccccc3N2C(=O)c2cccc(C(F)(F)F)c2)cc1 (configuration not stated)	4.7
CC(=O)Nc1ccc(NC(C)C(=O)Nc2ccc(Cl)cn2)cc1 (configuration not stated)	-6.0
CC(CC#N)N1CCN(C(=O)c2cc3ccccc3[nH]2)CC1 (configuration not stated)	-8.1
O=C(CSc1nnc(-c2cccs2)n1-n1cccc1)Nc1ccccc1	7.2
Cc1cccc(C)c1NC(=O)C(CCc1ccccc1)N1CCC(c2ccccc2)CC1 (configuration not stated)	-1.3
O=C1CSc2ccc(S(=O)(=O)Nc3cccc(Cl)c3Cl)cc2N1	-3.6
S=C(NCCC(c1ccccc1)c1ccccc1)Nc1ccccc1	-8.7
COc1ccc(C2Nc3c(C)cc(C)cc3-c3cc(C)nn32)cc1OC (configuration not stated)	-20.3
CCCc1c(-c2cccc(F)c2)ncn1Cc1ccccc1OC	3.5
COc1nc2ccccc2nc1N1CCC(C(=O)Nc2c(F)cccc2F)CC1	3.4
CC(C)(C)c1ccc(O)c(C(C)(C)C)c1O	5.9
CC(C)(C(=O)N1CCN(C(=O)c2cc(=O)[nH]c3ccccc23)CC1)c1ccccc1	-4.2
Cn1c(=O)[nH]c(=O)c2c1nc(Sc1ccccc1)n2Cc1ccccc1	-5.9

New compounds follow:
SMILES	LDHA block
Cc1cc2c(cc1C)CSC(c1ccccc1OC(=O)c1cccc3ccccc13)SC2	1.7
Cc1ccc(C)c(C(=O)Nc2ccc(-c3nc4ccccc4s3)cc2)c1	3.3
Cc1ccc2nsnc2c1NC(=O)c1ccc(Cl)cc1Cl	-5.3
COCCS(=O)(=O)c1ccc(C(=O)N(C)C)cc1	1.5
O=C(N1CC23C=CC(CC2CC12CCCCC2)O3)C(F)(F)F (configuration not stated)	-2.2
Cn1c(C(=O)NC2CCN(C3CC3)C2)cc2ccccc21 (configuration not stated)	5.6
COc1ccccc1C(=O)OCc1ccc(F)cc1	-1.5
CC(Sc1nc(-c2ccco2)nc2ccccc12)C(=O)N(C(C)C)C(C)C (configuration not stated)	-9.7
Cc1ccc(C(C)NC(=O)c2ccc(Br)s2)cc1 (configuration not stated)	-0.8
COC(=O)c1ccc(OC(=O)C2(c3ccccc3)CCCC2)cc1	0.0
Cc1ccc2oc(-c3cc(NC(=O)c4cc([N+](=O)[O-])ccc4N4CCOCC4)ccc3Cl)nc2c1	6.5
O=C(Cc1cn2ccsc2n1)Nc1ccc(S(=O)(=O)N2CCCCCC2)cc1	9.7
NC(=O)CCC(NC(=O)C1(c2ccccc2)CCCC1)C(N)=O (configuration not stated)	-6.0
Cn1cc(C(C(=O)O)N2CCN(c3ccc(Cl)cc3)CC2)c2cc(C(=O)O)ccc21 (configuration not stated)	-0.8
CC(OC(=O)/C=C/c1cccc2cccnc12)C(=O)NC(C)(C)C (configuration not stated)	-2.2
COc1ccc(CN2C(=O)CN(S(C)(=O)=O)CC2(C)C(=O)Nc2ccc3c(c2)OCCO3)cc1OC (configuration not stated)	5.9
N#C/C(=C/c1ccc(OCc2ccccc2C#N)c(Br)c1)c1ccccc1	10.5
CSc1nc(-c2ccccc2)c2ccccc2n1	-0.6
COc1cc(C(C)=O)ccc1OS(=O)(=O)c1ccc2c(c1)CCC2	6.6
CC(C)CC(=O)NCCc1ccccn1	5.4
CN(Cc1cn(Cc2ccccc2)nn1)C1CN(Cc2cn(Cc3ccccc3)nn2)S(=O)(=O)C1 (configuration not stated)	4.8
CCOc1ccc(NC(=O)Nc2ccc(F)c(-c3nnc(-c4ccccc4)o3)c2)cc1	-1.7
CC(NC(=O)NC12CC3CC(CC(C3)C1)C2)c1ccc(Br)cc1 (configuration not stated)	5.4
COC(=O)c1c(C)[nH]c(C(=O)C(C)OC(=O)c2cccc(F)c2)c1C (configuration not stated)	5.6
CCOC(=O)c1cc2cc(Oc3cccc(C)c3)ccc2n1C	5.8

Following part:
SMILES	LDHA block
CC(C)C[C@H]1CN(CCCC[C@@H]2CNC(=O)C(=O)N2CCc2ccccc2)C(=O)C(=O)N1CCc1ccccc1	-5.4
O=C(OCc1ncc(-c2ccccc2)o1)c1ccc(Cl)nc1	16.6
CCN(CC)S(=O)(=O)c1cc(C)c(C)c(N)c1	u
CCN(C(=O)CCc1c[nH]c2ccccc12)c1ccc(F)cc1	-3.5
CC(=O)c1ccc(NCC(=O)N2N=C(c3ccc(C)o3)CC2c2ccco2)cc1 (configuration not stated)	-4.2
CCn1c(SCc2cc(OC)c(OC)cc2Br)nc2cc(S(N)(=O)=O)ccc21	-5.8
COC(=O)c1ccc(C)c(NC(=O)c2sc(COc3ccc(C)cc3)nc2C)c1	-4.0
O=C(Cc1csc(-c2cccs2)n1)NCc1ccc(F)cc1	3.1
Cc1cccc(C)c1NC(=O)C1c2ccccc2OCC(=O)N1CCc1c[nH]c2ccccc12 (configuration not stated)	-6.8
COc1cccc(/C=C/C(=O)c2cc3ccccc3oc2=O)c1	10.9
CC(C)CCC(CCNC(C)c1cccs1)C1CCOC(C)(C)C1 (configuration not stated)	-3.0
COC(=O)c1[nH]c2ccc(C)cc2c1NC(=O)CCN1CCCCC1	5.4
NC(=O)c1ccc(NC(=O)c2ccc3nc(-n4cccc4)sc3c2)cc1	4.7
CC12CN3CC(C)(CN(C1)C3c1ccccc1)C2=O (configuration not stated)	0.8
C#CCN1C(=O)S/C(=C/c2cn(CC=C)c3ccccc23)C1=O	-1.4
Cc1ccc(-c2cnc(SCC(=O)Nc3ccc(Cl)cc3)o2)cc1C	-7.1
COc1ccc(C)cc1-n1ccnc1SCC(=O)Nc1nc2ccccc2s1	4.8
CCCCCCCCS(=O)CCCCC(=O)O (configuration not stated)	6.0
CC(=O)Nc1ccc(NC(=O)COc2ccc3ccc(=O)oc3c2)cc1	6.9
O=C(Cc1n[nH]c(=O)c2ccccc12)NCCN1CCCCCC1=O	-4.2
Cc1ccc(-c2cnc(CCC(=O)NC(C)C3CC3)o2)cc1C (configuration not stated)	-0.5
CC(CCc1ccccc1)NC(=O)CSc1c2c(nc3ccc(Cl)cc13)CCCC2 (configuration not stated)	7.0
O=C(CS(=O)(=O)c1ccc2ccccc2c1)c1ccc(Cl)cc1	6.2
FC(F)Oc1ccc(-c2ccnc(=S)[nH]2)cc1	3.4
COc1ccccc1NC(=O)CSc1nc(=O)n(Cc2cccnc2)c2c1CCC2	8.1

Going on with the list:
SMILES	LDHA block
CCOc1ccc(C(=O)NCCc2sc(-c3ccc(OC)cc3)nc2C)cc1	3.9
Cc1ccc(C(CNC(=O)c2cc(=O)c3cc(C)c(C)cc3o2)N2CCC(C)CC2)o1 (configuration not stated)	-9.7
Cc1ccc2c(Cl)c(C(=O)NCc3ccco3)sc2c1	4.4
CCC(C)C(=O)NCc1ccc(COC)cc1 (configuration not stated)	0.9
CNC(=O)c1ccc(-c2nc(CN3CCN(C(=O)Nc4cc(C)ccc4C)CC3)c(C)o2)cc1	-2.3
CC(CNC(=O)CC(c1ccccc1)c1ccccc1)OC12CC3CC(CC(C3)C1)C2 (configuration not stated)	6.6
COc1ccc2c(=O)c(-c3ccccc3OC)c(C)oc2c1	-1.4
CCC(C)NC(=O)Cn1cccc1-c1nc(-c2cccc(Cl)c2)no1 (configuration not stated)	-3.1
CC(CN1CCCC1)OC(=O)c1cc(C(C)(C)C)cc(C(C)(C)C)c1 (configuration not stated)	15.0
CC(C)CCn1cnc2c1c(=O)n(CC(=O)Nc1ccc(F)c(F)c1)c(=O)n2Cc1ccccc1	-8.1
Cc1occc(=O)c1OCc1noc(C(=O)NCc2ccccc2Cl)n1	6.9
O=C(c1n[nH]c(=O)c2ccccc12)N1CCCC1c1ccc2c(c1)OCCCO2 (configuration not stated)	-1.2
CC(=O)c1ccc(N2CCN(S(=O)(=O)c3ccc4c(c3)NC(=O)CCS4)CC2)cc1	7.1
CN(CC(C#N)CCC#N)C1CCCCCC1 (configuration not stated)	5.5
CC1=C(C(=O)N2CCCCCC2)CC(CC(=O)NC2CCCCC2)C(=O)N1CCC1=CCCCC1 (configuration not stated)	1.1
O=C(NCC(c1ccccc1)c1c[nH]c2ccccc12)c1ccccn1 (configuration not stated)	13.0
O=C1NC[C@@H](CCCCN2CCN(CCc3ccc(O)cc3)C(=O)C2=O)N(Cc2ccccc2)C1=O	2.8
CC(C)[C@H](NC(=O)OC(C)(C)C)c1cc(C(=O)NCCc2c[nH]c3ccccc23)c(N)s1	1.9
CC1(c2ccccc2)COC(c2coc3ccccc3c2=O)OC1 (configuration not stated)	8.6
O=C(Nc1nnc(-c2ccncc2)s1)Nc1ccc(Cl)cc1Cl	0.2
CCc1ccc2c(CN3CCCC3c3cccc(OC)c3)cc(=O)oc2c1 (configuration not stated)	0.3
Cc1ccc2c(CN3CCc4ccccc43)cc(=O)oc2c1C	-0.1
N#CCCC(C#N)Cn1c(=O)c2c(ncn2Cc2ccccc2)n(Cc2ccccc2)c1=O (configuration not stated)	11.5
C[C@@H](NC(=O)[C@@H]1CCCN1C(=O)[C@@H]1CCCN1)c1ccccc1	-2.5
Cn1c(=O)c2c(-c3ccccc3Cl)[nH]cc2n(C)c1=O	1.8

3 structures out of the list, sorted by number of heavy atoms, descending:
SMILES	LDHA block
N#CCCC(C#N)Cn1c(=O)c2c(ncn2Cc2ccccc2)n(Cc2ccccc2)c1=O (configuration not stated)	11.5
COc1ccc2c(=O)c(-c3ccccc3OC)c(C)oc2c1	-1.4
CCC(C)C(=O)NCc1ccc(COC)cc1 (configuration not stated)	0.9

Next section:
SMILES	LDHA block
COC(=O)c1nc2ccccc2nc1N1CCN(c2cc(C)ccc2C)CC1	4.2
Cc1ccc2c(CSc3nnnn3C3CC3)cc(=O)oc2c1	-0.4
CCOC(=O)C(=O)Nc1ccc(C(=O)OCC)cc1	12.8
Cc1nn(-c2ncccn2)c2c1C(c1ccccc1OCCc1ccccc1)CC(=O)N2 (configuration not stated)	-3.8
CN(C)C(=N)c1ccc(N(C)C)cc1	0.4
CCOC(=O)C(O)(NC(=O)c1c(F)cccc1F)C(F)(F)F (configuration not stated)	u
Cc1cc(C(=O)O)cc(S(=O)(=O)Nc2ccc(Cl)c3cccnc23)c1C	72.9
Cc1ccc(C(=O)N2CCSCC2)s1	-1.3
CC(C)(c1nnnn1-c1ccccc1)N1CCOCC1	2.2
O=C(CCc1ccsc1)NC1CCSc2ccc(F)cc21 (configuration not stated)	-2.1
COC(=O)CCCCCCCNS(=O)(=O)c1ccc([N+](=O)[O-])cc1	4.1
C=CCNC(=O)NC(=O)CN(CC)c1cccc(F)c1	-18.4
Cc1cc2oc(=O)cc(CSc3nnc4ccccn34)c2cc1C	-10.6
COc1ccc(C(=O)Oc2ccc(C(C)(C)C)cc2)cc1Br	0.2
O=C(NCc1cccnc1)OC1CC2CC1[C@H]1CCCCN1C2=O (some centres not stated)	-6.6
CN(Cc1c(F)cccc1Cl)C(=O)c1ccc(NS(C)(=O)=O)cc1	-0.5

Some of these compounds in order of molar mass, ascending:
SMILES	LDHA block
COc1cccc(C(=O)NCC[N+](C)(C)C)c1	-20.8
CC12CN3CC(C)(CN(C1)C3c1ccccc1)C2=O (configuration not stated)	0.8
COc1ccccc1C(=O)OCc1ccc(F)cc1	-1.5
Cn1c(C(=O)NC2CCN(C3CC3)C2)cc2ccccc21 (configuration not stated)	5.6
O=C(NCC#Cc1ccccc1)c1cccc2cccnc12	4.8
CC(CC#N)N1CCN(C(=O)c2cc3ccccc3[nH]2)CC1 (configuration not stated)	-8.1
COc1cccc(/C=C/C(=O)c2cc3ccccc3oc2=O)c1	10.9
C[C@@H](NC(=O)[C@@H]1CCCN1C(=O)[C@@H]1CCCN1)c1ccccc1	-2.5
O=C(CCc1ccsc1)NC1CCSc2ccc(F)cc21 (configuration not stated)	-2.1
COC(=O)c1ccc(OC(=O)C2(c3ccccc3)CCCC2)cc1	0.0
COC(=O)c1[nH]c2ccc(C)cc2c1NC(=O)CCN1CCCCC1	5.4
S=C(NCCC(c1ccccc1)c1ccccc1)Nc1ccccc1	-8.7
COc1ccc(C(=O)Oc2ccc(C(C)(C)C)cc2)cc1Br	0.2
Cc1ccc(-c2cnc(SCC(=O)Nc3ccc(Cl)cc3)o2)cc1C	-7.1
O=S(=O)(c1ccc(F)c(F)c1)N1CCN(C/C=C/c2ccccc2)CC1	-2.0
CCOc1ccc(NC(=O)Nc2ccc(F)c(-c3nnc(-c4ccccc4)o3)c2)cc1	-1.7
O=C(Cc1cn2ccsc2n1)Nc1ccc(S(=O)(=O)N2CCCCCC2)cc1	9.7
COc1ccccc1NC(=O)CSc1nc(=O)n(Cc2cccnc2)c2c1CCC2	8.1
Cn1cc(C(C(=O)O)N2CCN(c3ccc(Cl)cc3)CC2)c2cc(C(=O)O)ccc21 (configuration not stated)	-0.8
CC(C)CCn1cnc2c1c(=O)n(CC(=O)Nc1ccc(F)c(F)c1)c(=O)n2Cc1ccccc1	-8.1

From PubChem BioAssay
